Bioassay records (PubChem BioAssay)
PolyA inhibitor: blocks polyadenylation in yeast reporter cells; S. cerevisiae SKY197-pL101 polyadenylation reporter, beta-gal luminescence; efflux-impaired pdr1/pdr3 knockout yeast; score 100 = 6 SD above DMSO; calls only at 12 µM; 0.02% of 300,000 active;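 active = lowest replicate activity score at least 50, where 100 means six control SD above control mean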;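 note: yeast exposed to compound for 9 h at 30 °C; higher score means more reporter readthrough which indicates perturbed polyadenylation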
TRPC4 act: TRPC4 (mouse) channel activation; Q9QUQ5; B-score at 10 µM; AID 2237; 0.49% of 310,000 active; HEK293 TRPC4beta/mu-opioid, Fluo4 calcium fluorescence; stronger effect = higher value;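 active = B-score above 5 SD of library B-scores, and initial fluorescence ratio not above library mean plus 5 SD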;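 note: positive B-score marks a calcium rise read as TRPC4 activation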
Target sequence (Q9QUQ5 whole entry, looked up): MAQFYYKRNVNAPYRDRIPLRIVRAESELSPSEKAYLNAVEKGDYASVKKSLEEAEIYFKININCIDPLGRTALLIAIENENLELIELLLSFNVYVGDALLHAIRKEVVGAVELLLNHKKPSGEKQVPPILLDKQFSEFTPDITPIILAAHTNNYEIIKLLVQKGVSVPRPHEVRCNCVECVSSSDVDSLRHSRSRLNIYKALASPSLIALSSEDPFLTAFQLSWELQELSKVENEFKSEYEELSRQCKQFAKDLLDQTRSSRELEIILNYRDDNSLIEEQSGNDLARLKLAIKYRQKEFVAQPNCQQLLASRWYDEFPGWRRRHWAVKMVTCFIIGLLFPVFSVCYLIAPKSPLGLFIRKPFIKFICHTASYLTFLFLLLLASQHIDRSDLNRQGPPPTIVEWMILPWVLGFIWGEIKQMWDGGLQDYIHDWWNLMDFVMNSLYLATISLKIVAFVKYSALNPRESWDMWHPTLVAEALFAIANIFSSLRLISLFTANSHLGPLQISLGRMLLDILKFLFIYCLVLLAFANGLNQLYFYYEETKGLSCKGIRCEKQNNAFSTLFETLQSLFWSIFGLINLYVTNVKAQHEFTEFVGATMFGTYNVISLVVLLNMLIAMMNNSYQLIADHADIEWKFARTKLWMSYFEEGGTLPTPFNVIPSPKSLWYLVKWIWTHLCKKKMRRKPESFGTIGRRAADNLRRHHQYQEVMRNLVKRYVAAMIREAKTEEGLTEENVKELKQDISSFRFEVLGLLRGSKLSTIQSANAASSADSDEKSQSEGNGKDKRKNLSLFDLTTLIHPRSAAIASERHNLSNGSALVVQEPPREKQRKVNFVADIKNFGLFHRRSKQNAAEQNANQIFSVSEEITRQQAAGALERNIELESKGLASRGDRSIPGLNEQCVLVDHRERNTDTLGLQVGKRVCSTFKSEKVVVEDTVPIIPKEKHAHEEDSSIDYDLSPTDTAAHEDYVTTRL
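Assay system: HEK293 stable line with TRPC4beta plus mu-opioid receptor; schedule: 45 min room-temperature Fluo4 loading, 110 s read; technique: kinetic Fluo4 calcium fluorescence; evaluation: integrated baseline-normalised fluorescence ratio, converted to per-well B score; controls: buffer (low) and maximal DAMGO (high)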
TRPC4 potent: allosteric potentiators of mouse TRPC4 channel; Q9QUQ5; HEK293 TRPC4beta/mu-opioid, DAMGO EC20, Fluo-4 Ca2+ flux; stronger effect = higher value; B-score at 10 µM; 0.42% of 310,000 active; AID 2227;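 active = B-score of calcium response area above 5 SD of library B-scores, with initial fluorescence ratio within 5 SD of library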;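 note: B-score of integrated fluorescence ratio over time as area under calcium response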
hERG rescue: hERG (human) protection from proarrhythmic block. activation (rescue from dofetilide block), less the hit threshold, % at 10 µM. Q12809. 0.51% of 310,000 active. CHO-hERG, FluxOR thallium flux, dofetilide IC70 present;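 active = activation above the mean of controls blocked by dofetilide plus 5 SD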;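 note: thallium influx through hERG after potassium depolarization seen as dye fluorescence rise; in these data hits start at about 4.7%; inactives centre near -7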
KCNQ1 act: potentiators or activators of human KCNQ1 potassium channel | P51787 | CHO-K1 KCNQ1, thallium flux FluxOR fluorescence; stronger effect = higher value | B-score at 10 µM | 0.35% of 310,000 active | AID 2648;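 active = fluorescence ratio B-score, a plate-corrected score, at least three library SD, with initial intensity B-score within 5 SD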
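Test system: CHO-K1 cells stably expressing KCNQ1 / Medium: assay buffer / Also added: depolarizing K+/Tl+ stimulus, K2SO4 and Tl2SO4 each 12.5 mM in 5x stock / Incubation: 90 min dye loading and 20 min compound exposure, both at room temperature / Signal: thallium influx via FluxOR fluorescence, kinetic imaging / Evaluation: B score of baseline-normalized fluorescence ratio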
KCNQ1 inh: human KCNQ1 channel inhibition; P51787; CHO-K1 KCNQ1, FluxOR thallium flux fluorescence; stronger effect = higher value; B-score at 10 µM; 1.3% of 310,000 active; AID 2642;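 active = compounds whose thallium flux B-score, printed positive for inhibition, exceeds three library SD while starting fluorescence stays within three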;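 note: channel opened by potassium depolarization with thallium stimulus after 20 min compound exposure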
Dyrk1A ADPGlo: Dyrk1A (rat) kinase inhibition | Q63470 | ADP-Glo luminescence, NFATc1 peptide | inhibition, % at 12.5 µM | 0.43% of 310,000 active | AID 504441; in the data active = inhibition above about 50%;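 note: plate controls were vehicle with enzyme for no effect and no enzyme for full effect; many of its hits are not listed in these tables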
KCNK3 block: human KCNK3 channel inhibition, primary screen; 0.84% of 340,000 active; CHO-KCNK3 thallium flux, FluxOR fluorescence; stronger effect = lower value; O14649; B-score at 10 µM;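 active = B-score under library mean minus 4 SD, starting fluorescence ratio at most library mean plus 5 SD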;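 note: more negative B-score means stronger inhibition of thallium flux through KCNK3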
TRPC4 block: TRPC4 (mouse) channel inhibition. B-score at 10 µM. Q9QUQ5. AID 2247. 0.39% of 300,000 active. HEK293 TRPC4beta/mu-opioid, DAMGO-evoked Fluo4 calcium flux; stronger effect = lower value;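 active = B-score over 3 SD under the library average, no early fluorescence shift, positive overall ratio signal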
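material = TRPC4beta/mu-opioid receptor HEK293 cell line | probe or stimulus = sequential submaximal and maximal DAMGO stimulation | compound dosing = one concentration per compound | measured by = Fluo4 Ca2+ flux fluorescence | evaluation = integrated fluorescence ratio relative to baseline, converted to per-well B score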
Platelet DG rel: modulates dense granule release in human platelets | 0.22% of 300,000 active | human platelet-rich plasma, SFLLRN dense granule ATP release, luminescence | inhibition, %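 (compounds screened at 7.5 µM in platelet-rich plasma)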;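 active = mean replicate score, as percent of positive control, at or above 50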
KCNK9 inh: blocks the human KCNK9 two-pore domain potassium channel. HEK293 KCNK9, FluxOR thallium flux fluorescence; stronger effect = lower value. B-score at 10 µM. 1.2% of 310,000 active;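 active = ratio B-score over 3 SD below the library mean, with starting fluorescence within 5 SD of its mean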;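 note: negative B-score means less thallium flux so channel inhibition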
An asterisk follows results filed as active; i = inactive; nt = not tested or not shown.

SMILES	PolyA inhibitor	TRPC4 act	TRPC4 potent	hERG rescue	KCNQ1 act	KCNQ1 inh	Dyrk1A ADPGlo	KCNK3 block	TRPC4 block	Platelet DG rel	KCNK9 inh
Cc1cc2oc(=O)cc(Cn3ncc(Cl)c(Cl)c3=O)c2cc1Cl	i	i	i	-13.7	i	i	1.9	i	i	1.9	i
CC[C@@H](C)[C@H](NC(=O)Cc1c(C)c2cc3c(C)coc3c(C)c2oc1=O)C(=O)O	i	i	i	-4.2	i	i	-1.9	i	i	-13.1	i
CC(=O)N1N=C(c2ccc(Cl)cc2)CC1c1ccco1 (stereo not given)	i	i	i	-7.5	i	i	2.2	i	i	0.6	i
Cc1ccc(-c2nc3cnccn3c2Nc2ccc3c(c2)OCO3)o1	i	i	i	-13.8	i	i	3.4	i	i	-20.5	i
Cc1ccc(CNC(=O)CS(=O)(=O)Cc2nc(-c3ccccc3F)oc2C)cc1	i	i	i	0.0	i	i	-8.4	i	i	2.2	i
O=C(Nc1ccc(F)cc1)C1C2CCC3C(CCC21)C3(Cl)Cl (stereo not given)	i	i	i	-5.6	i	i	2.1	i	i	-11.4	i
CCc1nnc(NC(=O)COc2ccc3c(c2)OCO3)s1	i	i	i	-3.1	i	i	2.5	i	i	-2.3	i
O=C(NNC(=O)c1ccc([N+](=O)[O-])cc1)c1ccc(Br)cc1	i	i	i	-10.4	i	i	-5.7	i	i	5.8	i
CCOC(=O)C1(CC2CC2)CCN(S(=O)(=O)/C=C/c2ccccc2)CC1	i	i	i	-16.9	i	i	-1.6	i	i	9.8	i
Cc1nn2c(N3CCN(C)CC3)cc(C(C)(C)C)nc2c1-c1ccccc1	i	i	i	-16.7	i	i	1.5	i	i	-9.4	i
COc1ccc(C2C(=O)N(C3CCCCC3)CC(=O)N2Cc2ccco2)cc1 (stereo not given)	i	i	i	-19.2	i	i	5.3	i	i	16.5	i
Cc1ccc(S(=O)(=O)Oc2ccc(/C=C3/N=C(c4ccccc4)OC3=O)cc2)cc1	i	i	i	-14.4	i	i	0.0	i	i	17.3	i
COc1ccccc1-n1nnnc1SCC(=O)Nc1ccc(C)c(N)c1	i	i	i	-3.8	i	i	2.0	i	i	2.7	i
Cc1ccc(C(C)C)c(OCC(O)CN2CCOCC2)c1 (stereo not given)	i	i	i	-8.8	i	i	8.1	i	i	-7.1	i
CCC(CC)=NNC(=O)c1ccccc1OCc1ccc(F)cc1	i	i	i	-15.0	i	i	5.5	i	i	-2.4	i
COc1ccc(NC(=O)CCn2cc(C)c3ccccc32)cc1	i	i	i	-4.5	i	i	0.2	i	i	-3.0	i
O=C(N/C(=C/C=C/c1ccccc1)C(=O)N1CCOCC1)c1ccccc1Cl	i	i	i	-7.5	i	i	1.3	i	i	-2.4	i
Cc1cc(C)n(S(=O)(=O)c2cc(C(=O)O)c(Cl)cc2Cl)n1	i	i	i	-9.8	i	i	-4.2	i	i	-0.5	i
O=C(NCC1CCCO1)c1cc2cc(F)ccc2[nH]1 (stereo not given)	i	i	i	-5.4	i	i	0.7	i	i	6.6	i
O=C(c1ccco1)N1CCN(C(=O)C2CCCN(S(=O)(=O)c3cccc4nsnc34)C2)CC1 (stereo not given)	i	i	i	-3.3	i	i	nt	i	i	2.8	i
COc1ccc(C(=O)N2C(=O)c3ccc(N)cc3C2=O)cc1	i	i	i	-3.0	i	i	-1.0	i	i	-10.2	i
CCc1ccc(NC(=O)CSc2nc(NS(=O)(=O)c3ccccc3)cc(=O)[nH]2)cc1	i	i	i	-11.8	i	i	-1.6	i	i	18.4	i
CCOC(=O)c1ccc(N2C(=O)C(CC(=O)NC)N(CCc3ccc(OC)c(OC)c3)C2=S)cc1 (stereo not given)	i	i	i	-6.6	i	i	nt	i	i	1.5	i
COc1ccc(C)cc1NC(=O)NC(C)c1ccc2c(c1)OCO2 (stereo not given)	i	i	i	-10.9	i	i	1.7	i	i	-5.9	i
COc1ccccc1CNC(=O)c1cc(C)nc2ccccc12	i	i	i	-7.1	i	i	0.8	i	i	-62.8	i

New compounds follow
SMILES	PolyA inhibitor	TRPC4 act	TRPC4 potent	hERG rescue	KCNQ1 act	KCNQ1 inh	Dyrk1A ADPGlo	KCNK3 block	TRPC4 block	Platelet DG rel	KCNK9 inh
COc1ccc(OC)c(NC(=O)c2cccc(N3C(=O)C4C5C=CC(C6CC56)C4C3=O)c2)c1 (stereo not given)	i	i	i	-3.6	i	i	-0.7	i	i	6.2	i
CCN(CC)C(=O)c1csc(Nc2cccc3ccccc23)n1	i	i	i	-5.6	i	i	15.3	i	i	-3.2	i
O=C(Nc1ccc(C(F)(F)F)cc1Cl)c1ccc(Cn2cc(Br)cn2)o1	i	i	i	-1.7	i	i	-4.1	i	i	14.3	-12.3*
CC(C)NC(=O)c1cc(-c2ccc(Br)cc2)on1	i	i	i	-7.2	i	i	-1.0	i	i	-7.1	i
Cc1ccc(Nc2cc(-n3nc(C)cc3C)ncn2)c(C)c1	i	i	i	-12.7	i	i	-2.0	i	i	4.1	i
COc1ccccc1C(=O)Nc1ccc(C(=O)N2CCCC2)cc1	i	i	i	0.3	i	i	3.3	i	i	-1.7	i
COc1ccc(C(C(=O)NC2CCCC2)N(Cc2cccnc2)C(=O)c2snc(C(N)=O)c2N)cc1OC (stereo not given)	i	i	i	-15.1	i	i	7.7	i	i	9.0	i
Cc1nn(Cc2ccccc2)c(C)c1NC(=O)CCCn1nc([N+](=O)[O-])cc1C	i	i	i	-6.6	i	i	-4.2	i	i	-0.2	i
CNCC(=O)Nc1ccc(OC(F)(F)F)cc1	i	i	i	-16.9	i	i	0.3	i	i	-8.8	i
CCc1ccc(-c2cc(C(=O)NN3CCOCC3)c3ccccc3n2)s1	i	i	i	-14.9	i	i	3.3	i	i	15.0	i
COc1ccccc1N1CCN(C(=O)Cn2c(=O)oc3cc(S(=O)(=O)N4CCCC4)ccc32)CC1	i	i	i	-13.3	i	i	-1.0	i	i	17.0	i
CCN(CC)S(=O)(=O)c1ccc(C(=O)NCC(=O)NCCCc2ccccc2)cc1	i	i	i	-9.8	i	i	0.5	i	i	1.3	i
COC(=O)c1c(C(=O)OC)c2cc(C(=O)c3ccccc3)ccn2c1Cl	i	i	i	-14.3	i	i	nt	i	i	5.1	i
CC(=O)c1cnn(-c2ccc(Cl)cc2)c1C	i	i	i	-5.1	i	i	0.5	i	i	1.6	i
Cn1c(CCN2CCN(c3ccccn3)CC2)nc2cc(NC(=O)COc3ccc([N+](=O)[O-])cc3)ccc21	i	i	i	-2.9	i	i	0.8	i	i	1.7	i
Cc1cc([N+](=O)[O-])ccc1NC(=O)/C=C/c1cccs1	i	i	i	-13.1	i	i	-2.3	i	i	29.9	i
CC1(C)CCCC2=C1CC1C(=O)N(O)C(=O)C1C2 (stereo not given)	i	i	i	-3.4	i	i	4.9	i	i	-4.9	i
CCOC(=O)NC(Nc1ccc(C)cn1)(C(F)(F)F)C(F)(F)F	i	i	i	-1.4	i	i	-2.7	i	i	0.5	i
CCc1ccccc1NC(=O)C(C#N)Cc1cccnc1 (stereo not given)	i	i	i	-8.2	i	i	0.9	i	i	-6.9	i
CCOC(=O)N1CCN(S(=O)(=O)c2ccc3c(c2)oc(=O)n3C)CC1	i	i	i	-5.2	i	i	-1.8	i	i	-4.2	i
COCCNC(=O)Nc1ccc2c(c1)N(C)C(=O)CS2	i	i	i	-9.6	i	i	nt	i	i	-1.7	i
Cc1cc(C(=O)N/N=C/C=C/c2ccc3c(c2)OCO3)n[nH]1	i	i	i	-8.5	i	i	3.0	i	i	9.8	i
CC(=O)NCCCNS(=O)(=O)c1ccc(C)cc1	i	i	i	-20.8	i	i	3.5	i	i	2.6	i
O=C(COC(=O)/C=C/c1cccs1)Nc1nc(-c2cccc(Br)c2)cs1	i	i	i	-17.1	i	i	2.1	i	i	-17.4	i
O=C(CCCOc1ccccc1)Nc1cccc(C(=O)O)c1	i	i	i	-1.7	i	i	2.3	i	i	3.7	i

(listing goes on)
SMILES	PolyA inhibitor	TRPC4 act	TRPC4 potent	hERG rescue	KCNQ1 act	KCNQ1 inh	Dyrk1A ADPGlo	KCNK3 block	TRPC4 block	Platelet DG rel	KCNK9 inh
CN(C)/C=C(\C#N)C(N)=C(C#N)C#N	i	i	i	-1.9	i	i	1.1	i	i	1.5	i
O=C(CSc1nnc(-c2ccccc2F)n1C1CCCCC1)N1CCCC1	i	i	i	1.7	i	i	0.2	i	i	2.2	i
O=C(COC(=O)/C=C/c1ccccc1F)Nc1nnc(-c2ccccc2)o1	i	i	i	-15.2	i	i	7.2	i	i	-1.3	i
COc1c(O)cccc1-c1nnn(CCC(=O)OCC(=O)c2ccccc2)n1	i	i	i	-3.8	i	i	-1.3	i	i	8.8	i
CCCCC(=O)Nc1cccc(NC(=O)c2ccc(Br)cc2)c1	i	i	i	-9.2	i	i	5.9	i	i	3.8	i
Cc1onc(-c2ccccc2Cl)c1C(=O)NCC(=O)O	i	i	i	-5.7	i	i	-3.7	i	i	1.7	i
CC(C)(C)C1CCC(=O)N(CCOc2ccccc2)CC1 (stereo not given)	i	i	i	-12.9	i	i	1.4	i	i	5.9	i
Cc1c(NC(=O)C(C)OC(=O)COc2cccc3c2OC(C)(C)C3)c(=O)n(-c2ccccc2)n1C (stereo not given)	i	i	i	-7.3	i	i	nt	i	i	-6.0	i
COc1ccc2c(=O)c3c(=O)n(Cc4ccco4)c(-c4ccccc4)nc3oc2c1	i	i	i	-1.8	i	i	9.6	i	i	-1.1	i
CC1(OC(=O)c2ccco2)C(=O)C=C2C=C(c3ccsc3)OC=C2C1=O (stereo not given)	i	i	i	-4.6	i	i	nt	nt	i	-0.5	i
COc1cc2c(cc1OC)CN(CC(=O)Nc1ccccc1SC)CC2	i	i	i	-12.9	i	i	1.9	i	i	-1.6	i
CCCCNS(=O)(=O)c1ccc(NC(=O)C(Sc2ccccc2)c2ccccc2)cc1 (stereo not given)	i	i	i	-11.3	i	i	-2.4	i	i	6.5	i
C/C(=N\NC(=O)c1ccc(COc2ccccc2)cc1)c1ccncc1	i	i	i	-12.2	i	i	3.4	i	i	3.8	i
CCOC(=O)CSc1cc(CSc2ccccc2)nc(-c2ccccc2)n1	i	i	i	-7.9	i	i	7.7	i	i	5.3	-6.67*
CCC(COC(=O)Nc1cccc(C)c1)NC(=O)OCC(C)C (stereo not given)	i	i	i	-0.9	i	i	0.7	i	i	-39.6	i
Cc1ccc(C(=O)Nc2cnc3sc(C)nn3c2=O)cc1	i	i	i	-1.8	i	i	6.5	i	i	0.5	i

The list is partial; rates above refer to the full screens.
